# Screening results (PubChem BioAssay)
# Nrf2 activator – qHTS of Nrf2 Activators | AREc32 ARE-luciferase reporter (MCF7-derived line), luminescence, 24 h | Potency, µM (top dose mostly 46.1 µM), for inactives: at the highest dose activation, usual class: activators | actives 0.31% (n = 410,000) | AID 624171, 2012; also: potency is read from the fitted curve at half-maximal effect; % of control where 0% means no effect; nearly all actives have a fitted effect of over 65% in size
#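 Reporter line AREc32 (ARE-Fluc), seeded overnight in OPTI-MEM with 5% FBS; compound pin-transferred, 24 hr at 37 deg C, 5% CO2; luminescent read-out.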
# Nrf2 block – Nrf2 qHTS screen for inhibitors; A549 ARE-Fluc reporter, luciferase luminescence, 18-24 h; Potency, µM (series often up to 46 µM), inactives show at the highest dose activity change, negative = inhibition, actives largely listed as inhibitors; actives 2.1% (n = 360,000); also: potency is read from the fitted curve at half-maximal effect; % is scaled to controls: 0 for no effect and ±100 for the full control effect; nearly all actives have a fitted effect of over 60% in size
#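 Cells were seeded and rested 2 h, then exposed to compounds for 18-24 h. CellTiter-Fluor was read first as a viability measure. BugLite was added 15 min before the final luminescent read of ARE-luciferase activity in A549 cells.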
# MCF10A rerep – A quantitative high throughput screen for small molecules that induce DNA re-replication in MCF 10a normal breast cells; MCF 10A DNA re-replication, Hoechst nuclear intensity, 48 h; Potency, µM (series often up to 46.1 µM), for inactives: at the highest dose activity, positive = re-replication, hits mostly activators; actives 2.9% (n = 350,000); AID 624296, 2012; also: potency is read from the fitted curve at half-maximal effect; % of control where 0% means no effect; nearly all actives have a fitted effect of over 50% in size
# TGFb inhibitor – qHTS for Inhibitors of TGF-b; HepG2 CAGA-GFP TGF-b/SMAD3 reporter, GFP fluorescence, 18 h; TGF-beta stimulated, 500 pg/mL final; Potency, µM (top dose mostly 46.1 µM), inactives show at the top dose activity, negative = inhibition, usual class: inhibitors; actives 1.2% (n = 410,000); also: potency is read from the fitted curve at half-maximal effect; % is scaled to controls: 0 for no effect and ±100 for the full control effect; nearly all actives have a fitted effect of over 65% in size
#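 HEPG2 CAGA-GFP cells (1000/well, DMEM with 1% FBS) were pre-incubated 2 h at 37 degrees C, given compound by pin tool, then stimulated with TGF-beta at 500 pg/mL final for 18 h before per-cell GFP fluorescence imaging.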
# HepG2 viability – qHTS for Inhibitors of TGF-b: Cytotox Counterscreen. actives 0.76% (n = 410,000). Potency, µM (titrated, usually from 46.1 µM), for the others: top-dose activity change, negative = cytotoxicity, actives largely listed as cytotoxic. HepG2 CAGA-GFP viability, ATP luminescence, 18 h; also: potency is read from the fitted curve at half-maximal effect; some results filed as inactive show a strong effect at the top dose
#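 CellTiter-Glo luminescence gave cytotoxicity after 18 hours at 37 degrees C. The cells were HepG2 CAGA-GFP in 1% FBS DMEM, stimulated with 500 pg/mL TGF-beta after compound addition. %Activity was normalised to no-cell wells (complete cell-killing) and DMSO (no toxicity), and curves were fitted and classified.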
# A549 tox – Nrf2 qHTS screen for inhibitors: counterscreen for cytotoxicity; A549 ARE-Fluc cells, CellTiter-Fluor viability, 18-24 h; Potency, µM (doses to about 46 µM), for inactives: at the top dose activity change, negative = cytotoxicity, most hits filed as inhibitors; actives 0.16% (n = 390,000); also: potency is read from the fitted curve at half-maximal effect; % is scaled to controls: 0 for no effect and ±100 for the full control effect
#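 Cytotoxicity counterscreen: CellTiter-Fluor fluorescence was measured in A549 ARE_Fluc cells after 18-24 h of compound exposure in a concentration series. The subsequent BugLite luminescent read reports ARE-luciferase activity.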
# S2 tox – Viability Counterscreen for Primary qHTS for Inhibitors of ATXN expression | S2 cells (HEK-293 line with an ATXN2-luciferase reporter) viability, CellTiter-Fluor protease fluorescence, 24 h | Potency, µM (titrated, usually from 56.7 µM), usual class: cytotoxic | actives 0.49% (n = 400,000); also: potency is read from the fitted curve at half-maximal effect; nearly all actives have a fitted effect of over 40% in size
# ATXN2 expr inh – Primary qHTS for Inhibitors of ATXN expression; HEK-293 ATXN2-luciferase reporter, luminescence, 24 h; Potency, µM (top dose mostly 57 µM), for the others: top-dose activity change, negative = inhibition, hits mostly inhibitors; actives 0.72% (n = 360,000); AID 1745845, 2022; also: potency is read from the fitted curve at half-maximal effect; % is scaled to controls: 0 for no effect and ±100 for the full control effect; nearly all actives have a fitted effect of over 55% in size
#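 qHTS (up to 57 uM final) was run with 24 h compound exposure of reporter cells at 37 °C. Each well was multiplexed: SteadyGlo luminescence measured ATXN2-luciferase expression after a fluorogenic Gly-Phe-AFC viability readout (25 uM final).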
# IL1B secr inh – qHTS for Inhibitors of Inflammasome Signaling: IL-1-beta AlphaLISA Primary Screen | THP-1 LPS/ATP IL-1B secretion, AlphaLISA, 16 h; active compounds read low | activity change, % at 57.5 µM | AID 743279, 2014 | actives 4.7% (n = 360,000); in the data active = activity change below about -50%; inconclusive = mostly about -30% to -49%; also: % is scaled to controls: 0 for no effect and ±100 for the full control effect
#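 Secreted IL-1B measured by AlphaLISA bead assay after 16 h compound exposure of THP-1 cells; compounds (final up to 57.5 uM) added 1 h before LPS (250 ng/mL) and ATP (1.25 mM) stimulation; lower signal means less secretion.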
# An asterisk follows results filed as active; i = inactive; ? = inconclusive; . = no result given; & = joins results of further samples; [ ] = another dose, or the depositor's remark. Unless noted, calls follow the shape of the dose curve; as a rule, active = well fitted curve in the direction sought with a large enough effect; inconclusive = small, poorly fitted or top-dose-only effect, or another doubt; inactive = no such curve, though single readings can be large; an effect the other way counts as inactive or inconclusive.
1	CC(C)Oc1nc(-c2ccc(Cl)cc2)nc2ccccc12
2	Cc1ccc(NC(=O)C[n+]2ccccc2)cc1C
3	O=C(c1cc(-c2ccc(Cl)c(Cl)c2)on1)N1CCCCC1
4	COc1cccc(N(CC(=O)NC2CCCC2)C(=O)CCC(=O)Nc2cc(C)on2)c1
5	NS(=O)(=O)c1cccc(NC(=O)c2ccccc2NS(=O)(=O)c2ccc(F)cc2)c1
6	Cc1cncn1CCc1nc2c3ccccc3nc(SCC(=O)Nc3ccccc3F)n2n1
7	Cc1ccc(S(=O)(=O)N2CCCCC2)cc1NC(=O)CSc1nnc(C2CC2)n1N
8	Cc1ccc(-c2csc(NCCc3nc4cc(Cl)c(Cl)cc4n3CCCO)n2)cc1
9	Cc1ccc(C)c(NC(=O)CN2C(=O)C3CC=CCC3C2=O)c1 (stereo unspecified)
10	O=C(O)c1ccc(S(=O)(=O)c2ccc3c(c2)C(=O)N(NC(=O)c2ccccc2)C3=O)cc1
Screen / compound no.,1,2,3,4,5,6,7,8,9,10
HepG2 viability,-9%,-5%,-5%,-7%,0%,-30%,7%,-18%,0%,0%
ATXN2 expr inh,.,.,75%[activator],15%,1%,-10%,1%,-6%,.,39%
Nrf2 activator,2.0%,-0.4%,2.5%,0.1%,0.4%,5.8%,0.1%,5.8%,-1.4%,5.3%
TGFb inhibitor,-12%,5%,-11%,-28%,5%,14%,-9%,?,1%,0%
MCF10A rerep,24%,7%,-9%,11%,1%,.,-3%,-11%,.,-44%[inhibitor]
S2 tox,i,i,i,i,i,?,i,i,i,i
A549 tox,0%,-2%,?,1%,2%,?,?,1%,.,2%
Nrf2 block,3%,?,?,3%,3%,.,-3%,?,.,9%
IL1B secr inh,38,24,-10,3,24,.,21,-56*,-17,13

11	NC(=O)C1CCN(C2CC(=O)N(Cc3cccs3)C2=O)CC1 (stereo unspecified)
12	CCOCCCn1c(=S)[nH]c2cc(C(=O)NCCCN(CC)CC)ccc2c1=O
13	COc1cc(/C=N/NC(=O)Cc2cccs2)c([N+](=O)[O-])cc1OC
14	Cn1c(=O)n(CC(=O)N2CCN(c3nnc(-c4ccccc4)c4ccccc34)CC2)c2ccccc21
15	CCn1c(=O)c(C(=O)NCc2ccc3c(c2)OCO3)c(O)c2ccccc21
16	Cc1ccc(CS(=O)(=O)Cc2ccc(C(=O)NCc3ccccn3)o2)cc1
17	Cc1ccc2nc(N(CCCN(C)C)C(=O)c3ccco3)sc2c1
18	CCOc1ccc(C(=O)N2CCN(Cc3cc(=O)n4nc(-c5cccc(OC)c5)sc4n3)CC2)cc1
19	CCOC(=O)c1c(C)[nH]c(C(=O)OC(C)C(=O)Nc2ccc(C)cc2)c1C (stereo unspecified)
20	CCOC(=O)c1cc(/C(C)=N/OC(=O)c2ccc(C(C)(C)C)cc2)on1
Screen / compound no.,11,12,13,14,15,16,17,18,19,20
HepG2 viability,0%,-20%,1%,-8%,1%,0%,-25%&-26%,8%,-31%,-51%
ATXN2 expr inh,-9%,4%,5%,?,-38%,-19%,-18%&-3%,-23%,.,.
Nrf2 activator,0.3%,-0.7%,-0.9%,3.3%,-0.5%,-0.2%,-0.2%&0.1%,8.6%,-1.2%,-1.4%
TGFb inhibitor,7%,3%,6%,6%,11%,0%,-9%&10%,-16%,-9%,-21%
MCF10A rerep,0%,?,10%,13%,0%,?,-2%,.,.,0%
S2 tox,i,i,i,?,.,i,?,?,i,i
A549 tox,-3%,6%,0%,-13%,-5%,-4%,8%&8%,-8%,.,-3%
Nrf2 block,.,-2%,8%,?,5%,1%,-12%&24%,.,.,11%
IL1B secr inh,0,5,5,-8,39,-4,-11,.,-5,16

# Ordered by the number under IL1B secr inh (descending): 3 of the compounds above.
no.	structure	IL1B secr inh
11	NC(=O)C1CCN(C2CC(=O)N(Cc3cccs3)C2=O)CC1 (stereo unspecified)	0
14	Cn1c(=O)n(CC(=O)N2CCN(c3nnc(-c4ccccc4)c4ccccc34)CC2)c2ccccc21	-8
17	Cc1ccc2nc(N(CCCN(C)C)C(=O)c3ccco3)sc2c1	-11

# Three of the compounds above, field by field.
17: Cc1ccc2nc(N(CCCN(C)C)C(=O)c3ccco3)sc2c1
  HepG2 viability: -25%&-26%
  ATXN2 expr inh: -18%&-3%
  Nrf2 activator: -0.2%&0.1%
  TGFb inhibitor: -9%&10%
  MCF10A rerep: -2%
  S2 tox: ?
  A549 tox: 8%&8%
  Nrf2 block: -12%&24%
  IL1B secr inh: -11
18: CCOc1ccc(C(=O)N2CCN(Cc3cc(=O)n4nc(-c5cccc(OC)c5)sc4n3)CC2)cc1
  HepG2 viability: 8%
  ATXN2 expr inh: -23%
  Nrf2 activator: 8.6%
  TGFb inhibitor: -16%
  MCF10A rerep: .
  S2 tox: ?
  A549 tox: -8%
  Nrf2 block: .
  IL1B secr inh: .
19: CCOC(=O)c1c(C)[nH]c(C(=O)OC(C)C(=O)Nc2ccc(C)cc2)c1C (stereo unspecified)
  HepG2 viability: -31%
  ATXN2 expr inh: .
  Nrf2 activator: -1.2%
  TGFb inhibitor: -9%
  MCF10A rerep: .
  S2 tox: i
  A549 tox: .
  Nrf2 block: .
  IL1B secr inh: -5

# The list continues:
21	COc1ccccc1CNc1cc(CSc2ccc(Cl)cc2)nc(C)n1
22	CCCCn1c(N)c(N(CCC(C)C)C(=O)c2ccc(N3CCCC3=O)cc2)c(=O)[nH]c1=O
23	Cc1nnc(SCc2cccc(Cl)c2)n(N)c1=O
24	Cc1cccc(Nc2nnc(-c3ccc(C)c(S(=O)(=O)N4CCOCC4)c3)c3ccccc23)c1
25	COC(=O)c1ccc(NC(=O)c2cc(-c3ccncc3)nc3ccccc23)cc1
26	CN1CCN(CCCNC(=O)C2CC(=O)N(C3CCCCC3)C2)CC1 (stereo unspecified)
27	COc1ccccc1C(=O)N1CCN(C(=O)Cc2ccccc2)CC1
28	COC(=O)n1c(SC)nc2ccccc21
29	O=C(CSc1n[nH]c(-c2ccccc2)n1)c1ccccc1
30	N#Cc1nc(/C=C/c2ccc(F)cc2)oc1N1CCN(c2ccccc2)CC1
Screen / compound no.,21,22,23,24,25,26,27,28,29,30
HepG2 viability,-46%,-26%,-34%,-7%,-19%,10%,-4%,-7%,-4%,7%
ATXN2 expr inh,-16%,6%,.,-2%,?,-3%,2%,1%,42%[activator],5%
Nrf2 activator,0.6%,-0.3%,-0.2%,-0.8%,0.3%,-1.1%,-0.3%,0.1%,4.0%,-1.0%
TGFb inhibitor,?,0%,8%,?,-9%,-4%,12%,0%,2%,2%
MCF10A rerep,?,1%,1%,.,21%,-5%,-9%,2%,0%,.
S2 tox,i,i,i,i,?,i,i,i,i,i
A549 tox,-1%,-11%,5%,1%,-13%,-12%,1%,6%,0%,3%
Nrf2 block,.,6%,?,-23%,17%,-12%,15%,35%,24%,2%
IL1B secr inh,-6,-7,0,.,42,17,6,16,9,.

31	O=C(O)CCCNc1cc(N2CCN(C(=O)c3ccco3)CC2)c2noc3c2c1C(=O)c1ccccc1-3
32	Cc1ccccc1C(=O)Nc1sc2c(c1C(=O)N1CCC(C)CC1)CCC(C)C2 (stereo unspecified)
33	O=C(c1[nH]ncc1-c1ccc(Cl)cc1)C1CO1 (stereo unspecified)
34	CN1/C(=C\C=N\O)C(C)(C)c2ccccc21
35	Cc1ccccc1Cn1cc(NS(=O)(=O)c2cn(C)nc2C)cn1
36	COC(=O)C(C)n1cnc2c(cnn2-c2ccc(Cl)cc2)c1=O (stereo unspecified)
37	Cc1ccc(CN(C)C(=O)c2ccccc2Oc2ccccc2)o1
38	COc1ccc(NC(=O)CNC(=O)Cc2cccc3ccccc23)cc1
39	Cc1cc(C(C)(C)C)cc(S(=O)(=O)Nc2cccc(C(=O)O)c2)c1C
40	Cc1cc(C)c2c(=O)n3c(nc2c1)C(Cc1ccc(O)cc1)NC(=O)c1cc2ccccc2cc1-3 (stereo unspecified)
Screen / compound no.,31,32,33,34,35,36,37,38,39,40
HepG2 viability,-36%,-2%,-100%,-7%,2%,-4%,-27%,-24%,0%,-2%
ATXN2 expr inh,?,10%,?,14%,-9%,0%,-12%,1%,-8%,-36%
Nrf2 activator,?,0.6%,?,0.2%,-0.9%,3.3%,0.3%,-0.4%,-0.1%,-2.5%
TGFb inhibitor,76%[activator],4%,?,-18%,2%,-3%,-14%,4%,1%,?
MCF10A rerep,0%,.,3.7µM*,16%,-20%,?,7%,11%,-2%,.
S2 tox,?,i,?,i,i,i,i,i,i,?
A549 tox,-20%,11%,-5%,0%,1%,-3%,4%,1%,-4%,.
Nrf2 block,-17%,-4%,?,-2%,6%,?,3%,4%,10%,.
IL1B secr inh,?,.,.,22,10,6,-12,-4,44,-16

41	COc1ccccc1N/N=C/c1ccc2c(c1)OCO2
42	O=C1CCCc2oc3c(cc(NS(=O)(=O)c4ccc5c6c(cccc46)C(=O)N5)c4ccccc43)c21
43	C/C(=N/NC(=O)CNc1ccc(C)cc1)c1ccc(Br)s1
44	CC1(c2nnc(-c3cccc(Cl)c3)o2)CC(c2ccc(Cl)cc2)=NO1 (stereo unspecified)
45	CCN(c1ccccc1)S(=O)(=O)c1ccc2c(c1)CC(C)N2C(=O)C1CC1 (stereo unspecified)
46	COc1cccc(OC)c1C(=O)Nc1ccncc1
Screen / compound no.,41,42,43,44,45,46
HepG2 viability,-3%,-25%,-10%,-10%,-16%,-4%
ATXN2 expr inh,.,-11%,-1%,2%,6%,-5%
Nrf2 activator,3.9%,8.7%,8.0%,3.9%,-0.8%,-1.2%
TGFb inhibitor,0%,?,-18%,16µM*,?,-1%
MCF10A rerep,-2%,30%,3%,-5%,7%,2%
S2 tox,i,i,i,i,i,i
A549 tox,-1%,-11%,-18%[1.84 µM],0%,-3%,3%
Nrf2 block,?,?,3%,4%,-14%,5%
IL1B secr inh,-7,-2,-1,21,-7,13
